GlmU inhibition: inhibition of mycobacterial GlmU enzyme – biochemical, glucosamine-1-phosphate acetyltransferase (AID 1376) | M. tuberculosis GlmU acetyltransferase enzyme assay; higher % means a stronger effect | inhibition, %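 (tested at 30 µM in the primary screen)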, or IC50 in µM where a hit was titrated | 220,000 compounds, 0.25% hits; in the data active = inhibition above about 13%; inconclusive = no clear call, values can overlap the other calls;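 also: 0% = complete reaction with vehicle and 100% = reaction without substrate; strong numbers were not always called active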
Mtb RmlCD inh: M. tuberculosis RmlC/RmlD inhibition; P9WH09+P9WH11; RmlC+RmlD coupled enzyme assay, percent inhibition; primary screen in compound mixtures; inhibition, % at 3.6 µM; 160,000 compounds, 0.03% hits; in the data active = inhibition mostly above about 34%, no sharp cut-off; inconclusive = no clear call, values can overlap the other calls; inactive = mostly below about 22%; also: some results filed as inactive read as strong as hits
Target sequence (P9WH09 whole entry, looked up): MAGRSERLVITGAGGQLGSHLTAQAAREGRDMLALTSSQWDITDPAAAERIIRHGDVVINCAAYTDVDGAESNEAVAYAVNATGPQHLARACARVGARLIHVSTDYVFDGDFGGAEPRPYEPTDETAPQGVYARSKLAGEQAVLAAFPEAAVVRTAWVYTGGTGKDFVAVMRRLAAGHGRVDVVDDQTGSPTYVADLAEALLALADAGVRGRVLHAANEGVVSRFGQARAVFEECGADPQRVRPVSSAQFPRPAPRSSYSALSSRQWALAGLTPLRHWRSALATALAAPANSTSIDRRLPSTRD
Target sequence (P9WH11 whole entry, looked up): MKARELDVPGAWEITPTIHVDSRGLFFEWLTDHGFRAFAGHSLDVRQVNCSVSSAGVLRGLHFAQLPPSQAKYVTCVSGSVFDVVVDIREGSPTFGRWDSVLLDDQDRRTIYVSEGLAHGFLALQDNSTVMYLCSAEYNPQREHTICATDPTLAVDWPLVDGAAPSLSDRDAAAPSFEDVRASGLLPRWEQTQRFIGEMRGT
* marks the source's active call; other numbers are inactive results; u = inconclusive; x = no result given. An excerpt; rates above refer to the full screens.

The line under a structure holds: GlmU inhibition	Mtb RmlCD inh
COc1ccc(CCn2c(C)cc3c(c2=O)C(c2ccncc2)C(C#N)=C(N)O3)cc1OC (stereo unspecified)
  3.0%	9
Cc1ccc(N2NC3(CCN(C(N)=O)CC3)NC2=O)cc1
  2.3%	x
CC(C)n1c(O)c(N=Nc2ccc(Cl)nn2)c2ccccc21
  -4.8%	-4
CN1CCN(c2nc3c(c(=O)[nH]c(=O)n3C)n2CCCSc2nnnn2-c2ccccc2)CC1
  -2.0%	x
O=C(Nc1cccc(S(=O)(=O)N2CCCC2)c1)c1ccc2c(=O)n3c(nc2c1)CCCCC3
  9.6%	16
CCC(Oc1ccccc1)C(=O)Nc1ccc(-c2nnc(-c3ccco3)o2)cc1 (stereo unspecified)
  1.0%	x
CC(C)(CO)N1CCN(C(=S)Nc2ccccc2)CC1
  1.2%	2
Cc1cc(/C=C(\C#N)C(=O)Nc2ccccc2)c(C)n1-c1cccnc1
  0.8%	-10
N#Cc1nc(COc2ccc(Cl)cc2)oc1N1CCCCCC1
  3.8%	4
O=C(C1CCC(Cn2c(=S)[nH]c3ccccc3c2=O)CC1)N1CCOCC1 (stereo unspecified)
  -1.0%	x

Among those listed so far, these have an NH in an aromatic ring:
The line under a structure holds: GlmU inhibition	Mtb RmlCD inh
CN1CCN(c2nc3c(c(=O)[nH]c(=O)n3C)n2CCCSc2nnnn2-c2ccccc2)CC1
  -2.0%	x
O=C(C1CCC(Cn2c(=S)[nH]c3ccccc3c2=O)CC1)N1CCOCC1 (stereo unspecified)
  -1.0%	x

Going on with the list:
The line under a structure holds: GlmU inhibition	Mtb RmlCD inh
Cc1cc(-c2nn(-c3ccccc3F)cc2CN2CCCC(O)C2)c(C)s1 (stereo unspecified)
  0.6%	5
CSCCC(NC(=O)c1ccc([N+](=O)[O-])cc1Cl)C(=O)OCC(=O)NC1CCCC(C)C1C (stereo unspecified)
  -1.7%	-10
Cn1c(SCC(=O)NNC(=O)c2ccc(Cl)cc2)nnc1-c1cccnc1
  2.9%	-9
CN1CC2([N+](=O)[O-])CC=C(OCCO)C([N+](=O)[O-])(C1)C2 (stereo unspecified)
  2.6%	20
CC1=NN(c2ccc(F)cc2)C(=O)C1C(c1cccc(O)c1)c1c(C)[nH]n(-c2ccc(F)cc2)c1=O (stereo unspecified)
  -3.0%	x
Clc1ccccc1-c1nc(/C=N/N2CCOCC2)c2ccccn12
  -5.8%	4
COCCNC(=O)c1cnn2c(C(F)(F)F)cc(-c3ccc4c(c3)OCO4)nc12
  3.9%	4
O=C(Nc1cccn(Cc2c(Cl)cccc2Cl)c1=O)C1CC1
  -1.2%	-16
CCOC(=O)N1CCN(CC(O)COCc2ccc(OC)c(OC)c2)CC1 (stereo unspecified)
  1.4%	5
C1CCC2(CC1)OCC1(CO2)COC2(CCCCC2)OC1
  -1.7%	-7

Compound profiles (already shown). Screens in order: GlmU inhibition | Mtb RmlCD inh
CN1CC2([N+](=O)[O-])CC=C(OCCO)C([N+](=O)[O-])(C1)C2 (stereo unspecified) in the list: 2.6% | 20
CSCCC(NC(=O)c1ccc([N+](=O)[O-])cc1Cl)C(=O)OCC(=O)NC1CCCC(C)C1C (stereo unspecified) in the list: -1.7% | -10

Next part:
The line under a structure holds: GlmU inhibition	Mtb RmlCD inh
Cc1ccc(NC(=O)Nc2ccc3oc(C)nc3c2)cc1
  -0.3%	x
CCc1cccc(N(C(=O)c2csnn2)C(C(=O)NC(C)(C)C)c2ccccn2)c1 (stereo unspecified)
  7.0%	4
Cc1occc1C(=O)Nc1nccs1
  5.5%	-1
O=C(Nc1nnc(-c2ccncc2)s1)C1CCCO1 (stereo unspecified)
  -11%	9
COc1ccc(OC)c(NC(=O)Cn2c(CCC(=O)O)ccc2-c2ccccc2)c1
  7.1%	-6
CCOC(=O)C1CCCN(c2cc(C)nc3cc(-c4ccc(Cl)cc4)nn23)C1 (stereo unspecified)
  -4.3%	-11
O=C(COc1ccccc1Cl)NC(=S)Nc1ccc(CN2CCOCC2)cc1
  -1.0%	-6
Cc1c(CN2CCC(CO)(Cc3cccc(C(F)(F)F)c3)CC2)c2ccccc2n1C
  -4.5%	x
CCCN1C=CC(=CC=C(C#N)C#N)C=C1
  -1.1%	-2
COC(=O)c1ccc(NC(=O)CSC2=NCCN2)cc1
  -8.0%	1

(list continues)
The line under a structure holds: GlmU inhibition	Mtb RmlCD inh
Cc1ccc(-n2nnc3c(SCC(=O)NCC4CCCO4)ncnc32)cc1 (stereo unspecified)
  2.0%	6
CN(C)C=Nc1ncc2c3ccccc3n(CCN(C)C)c2c1C#N
  1.0%	5
CCc1cc2ccc(OC)cc2nc1SCC(=O)NNC(C)=O
  -1.3%	-7
O=C(O)c1ccc(CSCc2ccccc2F)o1
  -2.2%	x
Cc1cc(NC(=O)COC(=O)CCCOc2ccc(Cl)cc2C)no1
  -0.8%	x
CCC1CCCCN1C(=O)COc1cc(=O)n(C)c2ccccc12 (stereo unspecified)
  0.1%	5
Cc1cccc(CCNC(=O)C2CCC(=O)N2Cc2ccc(F)cc2)c1 (stereo unspecified)
  5.1%	2
COc1cccc(CNC(=O)CSc2ccc(-c3ccccn3)nn2)c1
  1.5%	4
Cc1ccccc1Cn1c(O)c(N=NC(=S)Nc2ccccc2F)c2ccccc21
  -5.2%	-12
COC(=O)c1cc(OC)c(OC)cc1NC(=S)N1CCCCC1
  -4.2%	-4

(more compounds)
The line under a structure holds: GlmU inhibition	Mtb RmlCD inh
C/C(=N\NC(=O)c1ccc(N/N=C(\C)c2ccc(O)cc2)cc1)c1ccc(O)cc1
  8.3%	x
CCN1CCN(C(=O)CCc2nc3ccccc3c(=O)[nH]2)CC1
  -2.1%	x
O=C(COC(=O)c1cccnc1Cl)NCC1CCCO1 (stereo unspecified)
  4.3%	-11
COc1ccc(CN2CCN(CC(O)Cn3c4ccccc4c4ccccc43)CC2)cc1 (stereo unspecified)
  -4.7%	1
COc1ccc(C2=NOC(C(=O)NC(C)(C)C)C2)cc1 (stereo unspecified)
  -2.1%	-8
Cc1cc(NC(=O)CSc2ccc3nnc(-c4ccccc4)n3n2)no1
  1.8%	-1
CN(C)/C=C(/C(=O)c1ccc(F)cc1)S(=O)(=O)c1ccc(F)cc1
  -0.6%	x
O=C(Nc1ccc([N+](=O)[O-])cc1)c1cc(-c2ccccn2)nc2c(Cl)cccc12
  7.4%	-13
CC(C)Oc1ccccc1OCCN(C)C
  1.5%	-14
CCCCNC(=S)N(C)/N=C/c1ccc(OCc2ccc(C(=O)OC)cc2)c(OC)c1
  5.4%	x

Additional compounds:
The line under a structure holds: GlmU inhibition	Mtb RmlCD inh
CCn1c(COc2ccc(C)cc2)nnc1SCC(=O)Nc1cc(OC)ccc1OC
  0.5%	x
O=C(/C=C\Nc1ccccn1)c1ccccc1
  8.2%	14
Cc1ccc(NC(=O)CCNS(=O)(=O)c2ccc3c(c2)oc(=O)n3C)cc1
  2.6%	4
Cc1cc(C)nc(NC(=O)CSc2nn(C)c(=S)s2)n1
  -1.1%	5
CN(Cc1ccccc1NS(=O)(=O)c1ccc2ccccc2c1)C1CCCCC1
  6.8%	4
COC(=O)c1ccccc1NC(=O)COc1ccc(S(=O)(=O)NC(C)C)cc1
  1.7%	-11
COc1ccc(CC(=O)N(CC2CCCO2)c2nc3ccccc3s2)cc1 (stereo unspecified)
  -0.6%	-29
C/C(N)=C(/C#N)C(=O)COC(=O)c1cccc(C)c1O
  0.1%	38
CCCCCCNC(=O)CSc1nccn1Cc1ccccc1
  -0.2%	8
CCN(CC)S(=O)(=O)c1ccc(/C=C/C(=O)OCC(=O)Nc2cccc3ccccc23)cc1
  -6.0%	-1

Given with each value named: part of the list above.
COc1ccc(CC(=O)N(CC2CCCO2)c2nc3ccccc3s2)cc1 (stereo unspecified)
  GlmU inhibition = -0.6% | Mtb RmlCD inh = -29

C/C(N)=C(/C#N)C(=O)COC(=O)c1cccc(C)c1O
  GlmU inhibition = 0.1% | Mtb RmlCD inh = 38

CCCCCCNC(=O)CSc1nccn1Cc1ccccc1
  GlmU inhibition = -0.2% | Mtb RmlCD inh = 8

CCN(CC)S(=O)(=O)c1ccc(/C=C/C(=O)OCC(=O)Nc2cccc3ccccc23)cc1
  GlmU inhibition = -6.0% | Mtb RmlCD inh = -1

(further entries)
The line under a structure holds: GlmU inhibition	Mtb RmlCD inh
CCOC(=O)N1CCC(NC(=O)c2cc(C(=O)Nc3cccc(OC)c3)ccc2CO)CC1
  6.5%	4
Brc1ccccc1-c1nnc(CSc2nnnn2-c2ccccc2)o1
  4.5%	11
O=C(CN1CCN(c2ccccc2O)CC1)Nc1ccc([N+](=O)[O-])cc1Br
  -5.6%	18
COc1ccccc1CNS(=O)(=O)c1c(C)[nH]c(=O)[nH]c1=O
  -2.8%	-9
CCOc1ccc(C(=O)N(CN2CCCC2=O)c2cccc(Cl)c2)cc1
  -2.3%	x
Cc1nnc(SCC(=O)Nc2ccccc2)n(N)c1=O
  4.8%	-9
O=C(c1nc2ncccn2n1)N1CCc2ccccc2C1
  7.0%	8
CCCN(CCC)C(=O)CCS(=O)(=O)c1cccc2nsnc12
  2.8%	17
CC(C)CCn1c(=O)c2ccccc2n2c(CN3CCOCC3)nnc12
  4.1%	6
CC(=O)c1ccc([C@@H]2C[C@]34CN(Cc5cccc(C(F)(F)F)c5)S(=O)(=O)[C@H]3C[C@H]2O4)cc1
  -3.4%	x

Other entries:
The line under a structure holds: GlmU inhibition	Mtb RmlCD inh
S=c1nc(-c2ccccc2Cl)[nH][nH]1
  -2.0%	-7
COc1ccc2c(c1)CC/C2=N\NC(=O)c1ccccc1
  6.4%	x
COc1ccccc1NC(=O)Cn1ncc2c1-c1ccccc1OC2
  -0.4%	10
Cc1c(C)c(C)c(C(=O)C2CCN(c3ccc([N+](=O)[O-])cn3)CC2)c(C)c1C
  0.7%	10
CCOC(=O)CN1C=C(c2ccc3ccccc3n2)C(C[N+](=O)[O-])c2ccccc21 (stereo unspecified)
  -0.9%	x
Cc1ccc(-c2nc3ccccc3[nH]2)cc1NC(=O)c1ccco1
  0.4%	-9
O=S(=O)(c1ccc(Cl)cc1)N1CCN(Cc2ccc(O)c3ncccc23)CC1
  2.9%	-12
COc1ccc(N=Cc2c(O)n(-c3cccc(C)n3)c(=O)c3ccccc23)c(OC)c1
  -5.8%	-13
Cc1nc2n(n1)C(O)c1cc([N+](=O)[O-])ccc1S2 (stereo unspecified)
  -2.4%	9
NC(=O)CC(NC(=O)Cc1ccc(Cl)cc1)c1ccc(NC2CCCC2)c([N+](=O)[O-])c1 (stereo unspecified)
  1.9%	x

The list continues:
The line under a structure holds: GlmU inhibition	Mtb RmlCD inh
CCN1CCN(C(=O)CCCCCn2c(=O)[nH]c3cc(C(=O)OC)ccc3c2=O)CC1
  -2.1%	2
CN(Cc1cnn(C)c1)C(=O)C1CCCCC1C(=O)O (stereo unspecified)
  -1.6%	x
Cc1c(NC(=O)Nc2cccc(Cl)c2)c(=O)n(-c2ccccc2)n1C
  1.2%	7
COC(=O)CCC(NC(=O)c1cc(C)oc1C)C(=O)OC (stereo unspecified)
  0.5%	x
COc1cc(-c2cc(N)n(S(=O)(=O)c3ccc(F)cc3)n2)cc(OC)c1OC
  -3.1%	-9
CCCCn1c(NCCO)nc2ccccc21
  8.0%	-10
COc1ccc(P2(=O)Nc3ccccc3N2)cc1
  6.1%	-14
COc1cccc(-c2nnc3sc(-c4ccccn4)nn23)c1
  5.0%	-12
Cn1c(SCCCC(=O)c2ccccc2)nnc1-c1ccncc1
  -5.1%	x
O=C(O)CC(=O)Nc1ccccc1
  3.3%	71

More structures follow.
The line under a structure holds: GlmU inhibition	Mtb RmlCD inh
CCOC(=O)N1CCC(N(CCN(C)C)C(=S)Nc2cccc(Cl)c2)CC1
  -0.9%	4
COc1ccc(-n2ccnc2SCC(=O)NO)cc1
  -0.6%	17
Cc1sc2ncnc(SCC(=O)NC(=O)NCc3ccco3)c2c1C
  -5.8%	x
CC(C)OCCCNC(=O)CNC(=O)c1ccc(Cl)c(Cl)c1
  -4.6%	-1
CCOC(=O)c1cccc(NC(=O)Nc2cc(OC)ccc2OC)c1
  -2.2%	9
Cc1ccc(S(=O)(=O)C2(S(=O)(=O)c3ccc(C)cc3)CCCC2)cc1
  2.2%	-14
COc1ccccc1N1CCN(C(=O)COc2cc(C)ccc2C)CC1
  -4.0%	8
NC(=O)c1ncn([C@@H]2O[C@H](CO)[C@@H](O)[C@H]2O)n1
  -3.5%	x
Cc1cc(NC(=O)COC(=O)CCC(=O)c2ccc(F)cc2)no1
  -0.2%	x
CCOC(=O)c1cc(-c2ccncc2)nc2c1c(C)nn2-c1ccccn1
  6.8%	u

(listing goes on)
The line under a structure holds: GlmU inhibition	Mtb RmlCD inh
COc1ccc(CCNC(=O)C(C(=O)c2ccc(F)cc2)n2ccccc2=O)cc1OC (stereo unspecified)
  -0.6%	-4
CC12CCC(C(=O)NCc3ccco3)(OC1=O)C2(C)C (stereo unspecified)
  0.2%	x
O=P(/C(=N/O)N1CCOCC1)(N1CCOCC1)N1CCOCC1
  -5.2%	6
COC(=O)c1sccc1NC(=O)CSCCc1ccncc1
  2.3%	4
O=C(NNC(=O)c1cccc2ccccc12)c1ccc2c(c1)OCO2
  -1.3%	7
CCCn1cnc2cc(NCc3cccc(OC)c3O)ccc21
  -3.4%	-4
COc1ccccc1NC(=O)COC(=O)c1c[nH]c(=O)[nH]c1=O
  -1.8%	30
Cc1nc2cc(C)c(C)cc2s1
  1.6%	x
Oc1c(Cl)cc(Cl)cc1C=Nc1ccc2c(c1)OCCO2
  -1.7%	13
COC(=O)c1ccc(/C=C(\C#N)C(=O)NC(C)c2ccccc2)cc1 (stereo unspecified)
  -1.0%	-24

Screening results deposited in PubChem BioAssay by several laboratories.
